Bioassay records deposited in PubChem by National Center for Advancing Translational Sciences (NCATS).
rTrxR1 inhibitor – inhibitors of rat thioredoxin reductase 1; O89049; recombinant rTrxR1, NADPH fluorescence consumption, selenite substrate; Potency, µM (series often up to 114 µM), for inactives: at the highest dose activity change, negative = inhibition, most hits filed as inhibitors; 390,000 tested, 1% active; also: potency is read from the fitted curve at half-maximal effect; % is scaled to controls: 0 for no effect and ±100 for the full control effect; nearly all actives have a fitted effect of over 65% in size
Target sequence (O89049 whole entry, looked up): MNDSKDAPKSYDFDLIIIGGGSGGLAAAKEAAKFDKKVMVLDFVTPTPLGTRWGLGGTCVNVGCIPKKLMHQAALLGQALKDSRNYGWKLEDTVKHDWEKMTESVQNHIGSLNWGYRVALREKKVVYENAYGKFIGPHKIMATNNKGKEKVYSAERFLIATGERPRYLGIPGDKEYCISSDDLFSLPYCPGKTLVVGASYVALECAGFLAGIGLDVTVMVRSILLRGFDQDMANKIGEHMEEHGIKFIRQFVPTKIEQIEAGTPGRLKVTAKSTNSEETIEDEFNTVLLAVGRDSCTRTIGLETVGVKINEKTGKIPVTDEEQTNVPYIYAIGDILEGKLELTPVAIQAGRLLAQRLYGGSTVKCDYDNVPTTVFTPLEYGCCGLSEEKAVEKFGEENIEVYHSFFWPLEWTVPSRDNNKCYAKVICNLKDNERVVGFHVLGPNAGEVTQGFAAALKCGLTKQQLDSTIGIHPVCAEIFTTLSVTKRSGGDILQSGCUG
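Rat TrxR1 (90 nM in the dispensed reagent) was pre-reduced with 400 uM NADPH for 5 min at room temperature, then incubated with compound for 15 min. After 400 uM selenite was added, NADPH fluorescence (Ex 340/Em 450 nm) was followed for 8 min.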
IDH1 R132H inh – blocks human mutant IDH1 R132H enzyme | O75874 | IDH1-R132H enzyme, NADPH consumption, diaphorase/resazurin fluorescence | Potency, µM (titrated, usually from 76.6 µM), inactives show at the highest dose activity change, negative = inhibition, actives largely listed as inhibitors | 390,000 tested, 0.093% active | AID 602179; also: potency is read from the fitted curve at half-maximal effect; % is scaled to controls: 0 for no effect and ±100 for the full control effect; nearly all actives have a fitted effect of over 65% in size
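IDH1-R132H (0.5 ug/mL dispensed) in pH 7.5 Tris buffer was preincubated 30 min with compound, then given a substrate mix of 0.016 mM NADPH and 2 mM alpha-KG for 80 min at room temperature; remaining NADPH was read by diaphorase/resazurin fluorescence.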
RGS4 inh – inhibitors of human regulator of G protein signaling 4 | P49798 | Transcreener GDP fluorescence polarization, RGS4-accelerated GTP hydrolysis | Potency, µM (doses to about 114 µM), for the others: at the top dose activity change, negative = inhibition, actives largely listed as inhibitors | 390,000 tested, 0.039% active | AID 504845; also: potency is read from the fitted curve at half-maximal effect; % is scaled to controls: 0 for no effect and ±100 for the full control effect; nearly all actives have a fitted effect of over 75% in size; some results filed as inactive show a strong effect at the top dose
Target sequence (P49798 whole entry, looked up): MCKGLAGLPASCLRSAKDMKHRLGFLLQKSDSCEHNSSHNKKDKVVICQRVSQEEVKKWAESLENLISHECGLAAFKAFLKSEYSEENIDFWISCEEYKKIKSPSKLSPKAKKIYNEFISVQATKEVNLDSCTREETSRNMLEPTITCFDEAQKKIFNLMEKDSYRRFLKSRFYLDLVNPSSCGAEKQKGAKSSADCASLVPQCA
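MLSMR compounds (23 nl, pin-transferred) preincubated 10 min at room temperature with a 500nM (2x) first reagent, then RGS4 at 900nM (2x) plus Transcreener GDP mix added; fluorescence polarization (620/688 nm) read before and after 90 min at 30 °C.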
Vif-APOBEC3G blk – inhibitors of Vif-APOBEC3G interaction. Q9HC16. HeLa A3G-eYFP + Vif (tagged APOBEC3G with the HIV-1 protein that degrades it), YFP fluorescence, overnight. Potency, µM (series often up to 46.1 µM), inactives show at the highest dose activity, negative = active, hits mostly inhibitors. 410,000 tested, 0.076% active;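 also: potency is read from the fitted curve at half-maximal effect; % is scaled to controls: 0 for no effect and ±100 for the full control effect; nearly all actives have a fitted effect of over 60% in size; hits raise eYFP signal because A3G escapes Vif-driven loss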
Target sequence (Q9HC16 whole entry, looked up): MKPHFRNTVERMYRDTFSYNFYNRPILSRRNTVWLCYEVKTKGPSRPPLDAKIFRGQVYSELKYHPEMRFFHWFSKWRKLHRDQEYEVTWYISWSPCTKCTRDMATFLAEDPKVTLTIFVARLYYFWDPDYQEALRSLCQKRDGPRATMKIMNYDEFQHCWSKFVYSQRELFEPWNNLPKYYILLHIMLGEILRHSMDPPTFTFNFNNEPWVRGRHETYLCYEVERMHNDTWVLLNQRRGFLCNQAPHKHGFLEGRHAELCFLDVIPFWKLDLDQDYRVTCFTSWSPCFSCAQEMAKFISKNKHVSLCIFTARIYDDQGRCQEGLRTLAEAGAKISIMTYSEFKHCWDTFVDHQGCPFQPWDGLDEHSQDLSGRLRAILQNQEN
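HeLa cells stably expressing Vif and C-terminally eYFP-tagged A3G, seeded overnight at 37 deg C, then exposed to compound by pintool overnight at 37 deg C. Rise in yellow fluorescence (Ex 488/Em 500-530, Acumen) marks blocked Vif-driven A3G degradation.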
GRP78 ERSR act – inducers of ER stress response in human glioma cells. Potency, µM, for inactives: at the top dose activation, usual class: activators. U87-MG GRP78 promoter luciferase reporter, 16 h. 420,000 tested, 0.02% active; also: potency is read from the fitted curve at half-maximal effect; series mostly up to about 76 µM; % of control where 0% means no effect; nearly all actives have a fitted effect of over 35% in size
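Stably transfected U87-MG human glioma cells carrying a GRP78-based luminescent sensor were seeded at 1000 cells/well, pin-dosed with compounds and incubated 16 h. Luciferase reagent was then added, and end-point luminescence was read after 10 min at room temperature.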
TrxR1 substrate – rat thioredoxin reductase 1 substrate activity | Potency, µM (top dose mostly 114 µM), without a hit: at the top dose activity change, negative = substrate turnover | purified TrxR1 substrate turnover, NADPH consumption readout | 390,000 tested, 0.01% active | O89049; also: potency is read from the fitted curve at half-maximal effect; % is scaled to controls: 0 for no effect and ±100 for the full control effect; nearly all actives have a fitted effect of over 50% in size
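Rat TrxR1, dispensed at 90 nM, was prereduced with 400 uM NADPH (final) for 5 min at ~22 deg C, then incubated with compound 15 min before 400 uM selenite. A first-read NADPH fluorescence drop versus no-compound background flagged substrates.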
Vif-A3F inh – inhibitors of Vif-A3F interaction; HeLa A3F-eYFP + Vif (tagged APOBEC3F with the HIV-1 protein that degrades it), YFP fluorescence increase; Potency, µM (top dose mostly 46.1 µM), for inactives: top-dose activity, negative = active; 390,000 tested, 0.2% active; AID 602313; also: potency is read from the fitted curve at half-maximal effect; % of control where 0% means no effect; nearly all actives have a fitted effect of over 65% in size
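Fluorescence increase (Ex 488/Em 500-530) after overnight compound treatment at 37 deg C flags inhibition of Vif-driven A3F-eYFP loss in stable HeLa A3F-eYFP/Vif cells seeded overnight beforehand.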
LDHA block – inhibitors of human lactate dehydrogenase A; purified LDHA, NADH/diaphorase-resazurin fluorescence; active compounds read low; activity change, % (values are at about 110 or 230 µM); 480,000 tested, 0.15% active; AID 1347041; in the data active = activity change below about -30%; inconclusive = mostly about -25% to -30%;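 also: plate controls were DMSO wells for no effect and wells without enzyme for full effect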
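Human LDH5 (2 nM) was incubated with 0.06 mM NADH and 0.2 mM pyruvate for 5 min at room temperature in Tris pH 7.4. Remaining NADH was coupled through diaphorase/resazurin, and resorufin fluorescence was read at 0 and 20 min.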
USP1-UAF1 inh – inhibitors of human USP1/UAF1 deubiquitinase; O94782; recombinant USP1/UAF1, Ub-Rhodamine cleavage fluorescence; Potency, µM (series often up to 57.1 µM), for inactives: top-dose activity change, negative = inhibition, usual class: inhibitors; 390,000 tested, 0.23% active; AID 743255; also: potency is read from the fitted curve at half-maximal effect; % is scaled to controls: 0 for no effect and ±100 for the full control effect; nearly all actives have a fitted effect of over 60% in size; inactives centre near -12
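USP1/UAF1 complex at 1 nM was preincubated with compound for 15 min at room temperature, then Ub-Rho substrate (150nM final) was added. Fluorescence (480/540 nm) was read kinetically, 6 reads every 60 seconds.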
An asterisk follows results filed as active; & = joins results of further samples; [ ] = another dose, or the depositor's remark. Unless noted, calls follow the shape of the dose curve; as a rule, active = well fitted curve in the direction sought with a large enough effect; inconclusive = small, poorly fitted or top-dose-only effect, or another doubt; inactive = no such curve, though single readings can be large; an effect the other way counts as inactive or inconclusive. A portion of the library; the hit share may differ from the screen's.

`COc1ccc(N2C(=O)CSC23C(=O)N(C)c2ccccc23)cc1Cl` (stereo not given) gave rTrxR1 inhibitor 17%, IDH1 R132H inh -13%, RGS4 inh 29%, Vif-APOBEC3G blk 0%, GRP78 ERSR act -4%, TrxR1 substrate -2%, Vif-A3F inh 2%, LDHA block -4 and USP1-UAF1 inh -8%.
Cc1ccc(S(=O)(=O)N2CCN(c3ncccn3)CC2)cc1C was read as rTrxR1 inhibitor -19%, IDH1 R132H inh -6%, RGS4 inh -8%[56.9 µM], Vif-APOBEC3G blk 2%, GRP78 ERSR act -4%, TrxR1 substrate -17%, Vif-A3F inh 2%, LDHA block -4 and USP1-UAF1 inh -12%.
Screening CCC(C(=O)NCCCN1CCCC1=O)n1c2ccccc2c2nc(=O)cc(C)n21 (stereo not given) returned rTrxR1 inhibitor 9%, IDH1 R132H inh 6%, RGS4 inh -10%, Vif-APOBEC3G blk 3%, GRP78 ERSR act -3%, TrxR1 substrate 8%, Vif-A3F inh -13%, LDHA block -1 and USP1-UAF1 inh -23%.
CC(C)CNC(=O)CCc1nc(-c2ccccc2)no1 was read as rTrxR1 inhibitor 33%[57.1 µM], IDH1 R132H inh 1%, RGS4 inh -21%, Vif-APOBEC3G blk 0%, GRP78 ERSR act -8%, TrxR1 substrate 13%[57.1 µM], Vif-A3F inh -10%, LDHA block 0 and USP1-UAF1 inh -2%.
For CCC(=O)NC(=S)Nc1ccc(NC(=O)c2ccc([N+](=O)[O-])cc2Cl)cc1 the results were rTrxR1 inhibitor -18%, IDH1 R132H inh 2%, RGS4 inh -37%, Vif-APOBEC3G blk -2%, GRP78 ERSR act 0%, TrxR1 substrate 1%, Vif-A3F inh 1%, LDHA block 2 and USP1-UAF1 inh -10%.
CNC(=O)c1ccc(NC(=O)C2CCN(S(=O)(=O)c3cccc(C(F)(F)F)c3)CC2)cc1 was read as rTrxR1 inhibitor 16%, IDH1 R132H inh -4%, RGS4 inh 4%, Vif-APOBEC3G blk 1%, GRP78 ERSR act -3%, TrxR1 substrate 5%, Vif-A3F inh -2%, LDHA block -8&31 and USP1-UAF1 inh -4%.
Screening Cc1ccc(Sc2c(C(=O)NCc3ccccc3C)[nH]c3ccccc23)cc1 returned rTrxR1 inhibitor 12%, IDH1 R132H inh -9%, RGS4 inh 0%, Vif-APOBEC3G blk -4%, GRP78 ERSR act -3%, TrxR1 substrate 5%, Vif-A3F inh -7%, LDHA block -3 and USP1-UAF1 inh -17%.
For Cc1ccc(CC(=O)OCC(=O)NC2CCCC(C)C2C)cc1C (stereo not given) the results were rTrxR1 inhibitor 3%, IDH1 R132H inh 2%, RGS4 inh 11%, Vif-APOBEC3G blk 1%, GRP78 ERSR act -2%, TrxR1 substrate -5%, Vif-A3F inh -4%, LDHA block 6 and USP1-UAF1 inh -6%.
Screening O=C(Nc1nc2ccccc2[nH]1)C1CCCO1 (stereo not given) returned rTrxR1 inhibitor 11%, IDH1 R132H inh 1%, RGS4 inh -5%, Vif-APOBEC3G blk -1%, GRP78 ERSR act 6%, TrxR1 substrate 6%, Vif-A3F inh -10%, LDHA block -4 and USP1-UAF1 inh -3%.
For C=C1C(=O)O[C@H]2C[C@H]1[C@@H](OC(C)=O)C/C(C)=C/CC/C(C)=C\CC[C@]2(C)O the results were rTrxR1 inhibitor -14%, IDH1 R132H inh -5%, RGS4 inh -44%, Vif-APOBEC3G blk -23%, GRP78 ERSR act -10%, TrxR1 substrate 1%, Vif-A3F inh -1%, LDHA block -4 and USP1-UAF1 inh inconclusive.
Screening CCOC(=O)c1c(C)[nH]c(C(=O)OCC(=O)N2CCN(S(=O)(=O)c3ccc(C)cc3C)CC2)c1C returned rTrxR1 inhibitor 6%, IDH1 R132H inh 5%, RGS4 inh 11%, Vif-APOBEC3G blk -13%, GRP78 ERSR act -5%, TrxR1 substrate 5%, Vif-A3F inh -23%, LDHA block -1 and USP1-UAF1 inh -25%.
For COc1ccc(Cl)cc1NC(=O)CN(C)CC(=O)N(CC(C)C)c1c(N)n(CC(C)C)c(=O)[nH]c1=O the results were rTrxR1 inhibitor 20%, IDH1 R132H inh -8%, RGS4 inh inconclusive, Vif-APOBEC3G blk -5%, GRP78 ERSR act -2%, TrxR1 substrate 6%, Vif-A3F inh -13%, LDHA block -6 and USP1-UAF1 inh -17%.
O=C(Cn1cc(C(=O)C2CC2)c2ccccc21)NCc1ccccc1 was read as rTrxR1 inhibitor 9%, IDH1 R132H inh 1%, RGS4 inh -2%, Vif-APOBEC3G blk -7%, GRP78 ERSR act 7%, TrxR1 substrate -1%[0.457 µM], Vif-A3F inh 0%, LDHA block -8 and USP1-UAF1 inh -3%.
For O=C(OCc1nc2ccccc2[nH]1)C1CCCCC1 the results were rTrxR1 inhibitor 9%, IDH1 R132H inh 1%, RGS4 inh 4%, Vif-APOBEC3G blk 0%, GRP78 ERSR act 0%, TrxR1 substrate 1%, Vif-A3F inh -2%, LDHA block -2 and USP1-UAF1 inh -3%.
For COc1ccc(NC(=O)C2CC(c3cc(OC)c(OC)c(OC)c3)=NO2)cc1OC (stereo not given) the results were rTrxR1 inhibitor 7%, IDH1 R132H inh 1%, RGS4 inh -21%, Vif-APOBEC3G blk 3%, GRP78 ERSR act -3%, TrxR1 substrate -7%, Vif-A3F inh -9%, LDHA block 14&10 and USP1-UAF1 inh -11%.
For CCN1CCN(c2ccc(NC(=O)c3ccc(Cl)c(S(=O)(=O)N4CCCC4)c3)cc2)CC1 the results were rTrxR1 inhibitor 12%[57.1 µM], IDH1 R132H inh -3%, RGS4 inh -12%, Vif-APOBEC3G blk 3%, GRP78 ERSR act 0%, TrxR1 substrate 8%[57.1 µM], Vif-A3F inh -7%, LDHA block -3 and USP1-UAF1 inh -26%.
CCOc1ccccc1NC(=O)Cc1coc2c(C)c(C)ccc12 was read as rTrxR1 inhibitor -2%, IDH1 R132H inh 13%, RGS4 inh 25%, Vif-APOBEC3G blk 2%, GRP78 ERSR act -5%, TrxR1 substrate -11%, Vif-A3F inh -6%, LDHA block -5 and USP1-UAF1 inh -3%.
Screening CCOc1ccc(NC(=O)Nc2cc(-c3ccccc3)sc2C(=O)OC)cc1 returned rTrxR1 inhibitor -8%, IDH1 R132H inh 3%, RGS4 inh 9%, Vif-APOBEC3G blk 0%, GRP78 ERSR act -2%, TrxR1 substrate -6%, Vif-A3F inh 0%, LDHA block -7 and USP1-UAF1 inh -4%.
For COc1ccc(CNC(=O)C2CC(c3cccc([N+](=O)[O-])c3)=NO2)cc1 (stereo not given) the results were rTrxR1 inhibitor 10%, IDH1 R132H inh 14%, RGS4 inh 4%, Vif-APOBEC3G blk 0%, GRP78 ERSR act 0%, TrxR1 substrate -1%, Vif-A3F inh 1%, LDHA block 2 and USP1-UAF1 inh -17%.
Screening CC(C)NS(=O)(=O)c1ccc(CCC(=O)N2CCOCC2)cc1 returned rTrxR1 inhibitor -11%, IDH1 R132H inh -3%, RGS4 inh 5%, Vif-APOBEC3G blk -3%, GRP78 ERSR act -1%, TrxR1 substrate -2%, Vif-A3F inh 1%, LDHA block -1 and USP1-UAF1 inh -10%.
Cc1ccc(C)c(NC2=CC(=O)CC(C)(C)C2)c1C#N was read as rTrxR1 inhibitor 8%[57.1 µM], IDH1 R132H inh 4%, RGS4 inh -41%, Vif-APOBEC3G blk 1%, GRP78 ERSR act -2%, TrxR1 substrate -5%, Vif-A3F inh -4%, LDHA block 3 and USP1-UAF1 inh -12%.
For CN(C)CCCNC(=O)N1c2ccccc2C=Cc2ccccc21 the results were rTrxR1 inhibitor 9%[57.1 µM], IDH1 R132H inh 5%, RGS4 inh inconclusive, Vif-APOBEC3G blk -2%, GRP78 ERSR act 0%, TrxR1 substrate 9%[57.1 µM], Vif-A3F inh -8%, LDHA block -4 and USP1-UAF1 inh -15%.
CC1(C)Cc2c(sc3nc(-c4ccccc4)oc(=O)c23)CO1 was read as rTrxR1 inhibitor -3%[57.1 µM], IDH1 R132H inh 2%, RGS4 inh 5%, Vif-APOBEC3G blk -1%, GRP78 ERSR act -1%, TrxR1 substrate 7%[57.1 µM], Vif-A3F inh -5%, LDHA block -8 and USP1-UAF1 inh -18%.
Cc1c(Cl)cccc1NC(=S)NC1CC1 was read as rTrxR1 inhibitor -23%, IDH1 R132H inh 2%, RGS4 inh -20%, Vif-APOBEC3G blk -1%, GRP78 ERSR act -1%, TrxR1 substrate -6%, Vif-A3F inh 1%, LDHA block -1 and USP1-UAF1 inh -15%.
Screening Clc1ccccc1Cn1nnc(-c2cccs2)n1 returned rTrxR1 inhibitor 29%[57.1 µM], IDH1 R132H inh 6%, RGS4 inh -19%, Vif-APOBEC3G blk -8%, GRP78 ERSR act -4%, TrxR1 substrate 22%, Vif-A3F inh -5%, LDHA block 2 and USP1-UAF1 inh -23%.
